RGS4-Gao reg: human RGS4-Galphao interaction regulation. actives 0.33% (n = 220,000). P09471. binding response (% of control), % at 10 µM. Multiplexed bead flow cytometry, RGS4-Galphao binding; actives lie on both sides; in the data active means binding response below about 49% or above about 150%; inactive means in between;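 further: fluorescent Galphao activated with aluminum fluoride binding bead-coupled RGS4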
Target sequence (P09471 whole entry, looked up): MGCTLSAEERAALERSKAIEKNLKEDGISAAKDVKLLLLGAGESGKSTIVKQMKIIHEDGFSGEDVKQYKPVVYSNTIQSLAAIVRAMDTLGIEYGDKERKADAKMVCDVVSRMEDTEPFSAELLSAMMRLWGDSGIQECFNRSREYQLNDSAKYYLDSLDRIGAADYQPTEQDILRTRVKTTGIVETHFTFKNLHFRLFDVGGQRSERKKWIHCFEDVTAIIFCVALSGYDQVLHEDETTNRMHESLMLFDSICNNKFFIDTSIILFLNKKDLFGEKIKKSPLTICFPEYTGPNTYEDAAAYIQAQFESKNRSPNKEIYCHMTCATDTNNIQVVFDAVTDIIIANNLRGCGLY
Mcl1 Bid PPI: Mcl-1/Bid interaction inhibition; actives 0.97% (n = 220,000); TR-FRET Mcl-1/Bid-Dy647 peptide binding, 1536-well; inhibition, % at 21.7 µM; Q07820; AID 1021;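 active means compounds that cut the binding signal by more than half at the single screening dose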;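 further: His-tagged Mcl-1 with europium anti-His antibody binding Bid BH3 peptide; 0% = Mcl-1 plus peptide wells and 100% = peptide-only wells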
RGS8-Gao: human RGS8-Galphao interaction regulation; P09471; multiplexed bead flow cytometry, RGS8-Galphao binding; actives lie on both sides; response (percent of control binding), % at 10 µM; actives 0.34% (n = 220,000); in the data active means response below about 60% or above about 140%; inactive means in between;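 further: Galphao activated as the GDP aluminium fluoride complex binding bead-coupled RGS8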
RGS7-Gao: modulates binding of RGS7 to human Galphao; P09471; Multiplexed bead flow cytometry; actives lie on both sides; binding response (% of control), % at 10 µM; actives 0.35% (n = 220,000); AID 1439; in the data active means binding response below about 49% or above about 150%; inconclusive means no clear call, values can overlap the other calls; inactive means in between;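 further: fluorescent Galphao held in activated GDP-AlF4 state binding bead-coupled RGS7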
* hit, by the source's call; u = inconclusive. Not all compounds are listed; rates above refer to the full screens.

SMILES	RGS4-Gao reg	Mcl1 Bid PPI	RGS8-Gao	RGS7-Gao
O=C1NC(=S)S/C1=C\C=C\c1ccc([N+](=O)[O-])o1	99.3	20.9	96.5	u
Nc1c2ccccc2nc2ccccc12	102.8	-1.9	105.1	u
